Screening data as filed in PubChem.
G9a inh = G9a (human) methyltransferase inhibition; Q96KQ7; G9a H3K9 monomethylation, AlphaScreen, 2 h; Potency, µM (top dose mostly 102 µM), without a hit: top-dose activity, negative = inhibition, hits mostly inhibitors; 8.8% of 350,000 active; further: on the % scale 0 is the no-effect control and ±100 the full control effect; nearly all actives have a fitted effect of over 75% in size
Target sequence (Q96KQ7 913-1193 limits assumed): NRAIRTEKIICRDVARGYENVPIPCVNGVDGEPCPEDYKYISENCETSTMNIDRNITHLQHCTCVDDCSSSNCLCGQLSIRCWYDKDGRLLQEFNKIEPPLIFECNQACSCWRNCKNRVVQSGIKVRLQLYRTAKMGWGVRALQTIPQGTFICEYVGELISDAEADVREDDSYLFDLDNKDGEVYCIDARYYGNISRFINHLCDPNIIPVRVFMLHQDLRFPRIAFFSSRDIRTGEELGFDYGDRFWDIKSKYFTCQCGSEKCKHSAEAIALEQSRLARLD
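Quantitative HTS format: methyltransferase activity on a biotin-tagged H3K9 peptide is measured by AlphaScreen, using a rabbit anti-monomethyl-H3K9 antibody with streptavidin donor and anti-IgG acceptor beads. Final levels are 20 nM enzyme, 500 nM peptide, 20 uM SAM; 2 h RT.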
GLS inhibitor = glutaminase GLS (human) inhibition; O94925; GLS enzymatic activity, qHTS titration; Potency, µM (titrated, usually from 45.5 µM), for the others: top-dose activity change, negative = inhibition, most hits filed as inhibitors; 0.21% of 410,000 active; AID 624170; further: on the % scale 0 is the no-effect control and ±100 the full control effect
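Enzyme dispensed in phosphate buffer (45 mM, pH 8.2, 0.02% Tween-20), compounds pinned in, then 1 mM L-glutamine solution and the glutamate oxidase–HRP–Amplex Red mix added; fluorescence read immediately and again after 30 min at room temperature.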
HP1b chromo inh = HP1-beta chromodomain-methylated histone interaction inhibition. 0.56% of 390,000 active. AID 540317. P83916. Potency, µM (highest dose often 114 µM), for inactives: top-dose activity change, negative = inhibition, usual class: inhibitors. AlphaScreen HP1-beta / biotin-H3K9me3 peptide binding; further: nearly all actives have a fitted effect of over 70% in size; inactives centre near 23
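Compound inhibition of the preformed complex between 50 nM HP1-beta and 50 nM biotinylated H3K9me3 peptide was read by AlphaScreen. Buffer was PBS pH 7.4 with 0.01% Tween-20. Incubations ran 30 min at room temperature, with 10 ug/mL donor/acceptor beads.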
BAZ2B inh = inhibitors of human BAZ2B bromodomain; Q9UIF8; AlphaScreen BAZ2B-H3K14Ac peptide displacement; Potency, µM (doses to about 114 µM), without a hit: top-dose activity change, negative = inhibition, actives largely listed as inhibitors; 4.4% of 360,000 active; AID 504333; further: on the % scale 0 is the no-effect control and ±100 the full control effect; nearly all actives have a fitted effect of over 60% in size
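Protein-peptide AlphaScreen: BAZ2B 50 nM, b-H3K14Ac 50 nM, 1x PBS pH 7.4 + 0.01% Tween-20. Preincubation 30 min RT; cpd 30 min RT (top 110 uM); beads 20 min RT, light-protected.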
PGK inhibitor = inhibitors of T. brucei phosphoglycerate kinase. 0.043% of 380,000 active. Potency, µM (top dose mostly 57.5 µM), without a hit: at the highest dose activity change, negative = inhibition, usual class: inhibitors. AID 602233. PGK/GAPDH coupled, Kinase-Glo luminescence, 60 min. P07378; further: on the % scale 0 is the no-effect control and ±100 the full control effect; nearly all actives have a fitted effect of over 60% in size
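Luminescent ATP detection (Kinase-Glo Plus) follows a 60-minute room-temperature incubation, with wells lacking PGK as controls. Buffer: 100 mM TEA (pH 7.6), 5 mM MgCl2, 0.01% Tween-20. Coupling enzyme GAPDH (100 nM final) supplies unstable 1,3-BPG in-well.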
JMJD2A Tudor inh = blocks the human JMJD2A Tudor domain; O75164; AlphaScreen JMJD2A-Tudor / H3K4me3 peptide binding; Potency, µM (highest dose often 114 µM), for the others: at the top dose activity change, negative = inhibition, most hits filed as inhibitors; 4.4% of 390,000 active; further: on the % scale 0 is the no-effect control and ±100 the full control effect; nearly all actives have a fitted effect of over 50% in size
POLI inh = blocks human DNA polymerase iota activity; 1% of 390,000 active; Q9UNA4; Potency, µM (top dose mostly 115 µM), without a hit: top-dose activity, negative = inhibition, most hits filed as inhibitors; Pol iota fluorescent replication assay, 10 min
Target sequence (Q9UNA4 whole entry, looked up): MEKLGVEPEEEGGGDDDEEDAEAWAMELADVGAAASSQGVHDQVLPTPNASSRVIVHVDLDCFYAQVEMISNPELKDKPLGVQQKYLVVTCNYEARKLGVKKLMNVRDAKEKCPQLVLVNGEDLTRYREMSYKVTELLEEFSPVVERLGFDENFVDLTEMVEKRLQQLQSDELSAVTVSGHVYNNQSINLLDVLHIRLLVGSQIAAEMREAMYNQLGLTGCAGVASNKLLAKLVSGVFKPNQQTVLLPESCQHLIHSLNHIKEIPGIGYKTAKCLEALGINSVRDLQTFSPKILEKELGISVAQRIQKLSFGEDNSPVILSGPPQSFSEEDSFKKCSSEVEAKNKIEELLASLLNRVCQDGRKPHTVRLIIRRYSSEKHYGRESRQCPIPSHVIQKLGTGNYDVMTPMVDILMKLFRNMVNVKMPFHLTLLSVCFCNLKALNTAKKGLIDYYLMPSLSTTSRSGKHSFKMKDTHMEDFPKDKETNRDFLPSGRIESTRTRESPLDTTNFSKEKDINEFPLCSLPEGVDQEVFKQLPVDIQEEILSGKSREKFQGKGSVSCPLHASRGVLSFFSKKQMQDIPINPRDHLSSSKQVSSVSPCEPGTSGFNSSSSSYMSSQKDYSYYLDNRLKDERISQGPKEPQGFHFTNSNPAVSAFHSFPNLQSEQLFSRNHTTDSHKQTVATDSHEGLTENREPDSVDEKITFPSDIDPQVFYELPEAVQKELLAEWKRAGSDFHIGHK
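Pol iota at 10 nM preincubated 15 min with compounds at room temperature; reaction started with fluorescent substrate, 50 nM final. Fluorescence read kinetically at 0 and 10 min; buffer-only wells as negative control.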
BLM helicase inh = blocks DNA unwinding by human BLM helicase. AID 2528. 0.2% of 350,000 active. Potency, µM (highest dose often 56.1 µM), for inactives: at the highest dose activity change, negative = inhibition, usual class: inhibitors. recombinant BLM DNA unwinding, fluorescence dequenching;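 further: plate controls were vehicle for no effect and no enzyme for full effect; nearly all actives have a fitted effect of over 35% in size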
Pin1 inhibitor = blocks the human prolyl isomerase Pin1 | Q13526 | Pin1 FP peptide displacement, HiFluor488, 10 min | Potency, µM (highest dose often 115 µM), without a hit: top-dose activity, negative = inhibition, actives largely listed as inhibitors | 0.009% of 390,000 active | AID 504891; active means well fitted inhibition curve with a large enough effect in the polarisation, with a control signal flat, not every such curve was filed as active; inconclusive means small, poorly fitted or top-dose-only effect, or effect the other way, or a change in a side signal; inactive means no such curve, though single readings can be large or run the other way; the % refers to the polarisation; further: on the % scale 0 is the no-effect control and ±100 the full control effect
* = called active by the depositor; i = inactive; u = inconclusive; x = not tested or not shown; & = joins results of further samples; [ ] = remark or other dose. Unless noted, the call rests on the fitted dose curve; in most records, active means well fitted curve in the direction sought with a large enough effect; inconclusive means small, poorly fitted or top-dose-only effect, or another doubt; inactive means no such curve, though single readings can be large; an effect the other way counts as inactive or inconclusive. Potency means the concentration at half of the fitted maximal effect. An excerpt. The share of hits here may be higher or lower than overall.

SMILES	G9a inh	GLS inhibitor	HP1b chromo inh	BAZ2B inh	PGK inhibitor	JMJD2A Tudor inh	POLI inh	BLM helicase inh	Pin1 inhibitor
CC(C)CCNC(=O)C(c1ccncc1)N(C(=O)Cn1nnc(-c2ccc(F)cc2)n1)c1ccccc1F (stereo unspecified)	3%	-1%	41%[activator]	-3%	2%	-4%	9%	-4%	0%
CCCCn1c(N)c(N(CCOC)C(=O)c2ccc(S(=O)(=O)N3CCCCC3)cc2)c(=O)[nH]c1=O	-21%	-3%	18%	7%	-2%	-1%	16%	x	2%
O=C(COc1ccc(/C=N/NS(=O)(=O)c2ccccc2)cc1)N1CCOCC1	40µM*	19%	11%	1%	5%	1%	17%	-11%	5%
O=C1CCC2=C(CCCC2=O)N1	-2%[0.501 µM]	2%	15%	7%	i	-1%	175%[activator]	-2%	3%
COc1cc(NC(=O)C2CCN(S(=O)(=O)c3c(C)noc3/C=C/c3c(C)cc(C)cc3C)CC2)cc(OC)c1	0%[59 µM]	6%	16%[57 µM]	0%	-9%	-13%	24%	0%	14%
COc1cc(/C=N/NC(=O)CNc2n[nH]c(=O)[nH]c2=O)ccc1O	3%	49%[activator]	19%	6%	-4%	-12%	6%	0%	0%
O=C(N[C@@H](Cc1ccccc1)C(=O)OCc1ccccc1)c1nc[nH]c1C(=O)NC(c1ccccc1)c1ccccc1	8%[12.7 µM]	1%	33%	-30%	-3%	-22%	-10%	-8%	u
CCOC(=O)Cn1c2c(c(-c3ccccc3OC)cc1=O)CCCC2	u	1%	69%[activator]	21%	6%	37%[activator]	-11%[58.9 µM]	0%	4%
CCOc1ccccc1NC(=O)Cn1nnc(C(=O)Nc2ccc(C)cc2)c1N	-41%	-4%	37%	7%	-4%	-6%	-2%	-4%	2%
CNCC(=O)N1CCN(c2ncc(C(F)(F)F)cc2Cl)CC1	-43%	6%	6%	-26%	3%	-16%	115%[activator]	-6%	5%
O=C(CN1CCOCC1)N/N=C/c1ccc(C(=O)O)cc1	-6%	-10%	51%[activator]	-13%	-2%	17%	-2%	-3%	-3%
CCC1=C2CC[C@H]3C(=O)NC(=O)[C@H]3[C@H]2[C@@]2(Cc3ccccc3)C(=NCC(=O)OC)OC(=O)N2C1=O	15%[59 µM]	0%	57%[activator]	3%	i	-17%	32%[activator]	2%&-1%	11%
O=C(N/N=C/c1ccc(F)cc1)c1ccccc1	12%	11%	44%[activator]	-5%	i	-11%	32%	-1%	-2%
COc1ccc(CNC(=O)c2ccc3nc(CCc4ccccc4)oc3c2)cc1	-13%[59 µM]	-8%	10%[57 µM]	-9%	i	-4%	-16%	-1%	0%
Cc1cc(C)n2nc(C(=O)NCc3ccco3)cc2n1	-30%	-24%	23%	u	-1%	-5%	-5%	-3%	0%
O=C(CC1C(=O)NCCN1Cc1ccc(-c2ccccc2)cc1)NCc1ccncc1 (stereo unspecified)	x	0%	8%	-29%	-10%	u	8%	-1%	0%
O=C(COc1ccc2c(c1)oc(=O)c1ccccc12)NCCN1CCOCC1	20%	-3%	36%	-15%	8%	-9%	22%	2%	0%
Cc1ccc(CN2CCN(/N=C/C(Br)=C\c3ccccc3)CC2)cc1	x	10%	-24%	32µM*	4%	u	27%	-13%	4%
COc1ccc(-c2cc(C(F)(F)F)n3nc(C(=O)N4CCOCC4)c(Cl)c3n2)cc1	2%	5%	39%	-2%	-3%	1%	2%	2%	9%
O=C(Nc1ccccn1)c1ccc(Cl)c([N+](=O)[O-])c1	x	-13%	16%	-8%	i	-13%	30%	0%	-1%
CC[C@@H](C)C(C(=O)N1CCN(C(=O)OC(C)(C)C)CC1)n1cc(-c2cn([C@@H](C)C(=O)N3CCN(C(=O)OC(C)(C)C)CC3)nn2)nn1 (stereo partly specified)	0%[59 µM]	-1%	32%	3%	4%	-11%	-1%	-1%	-1%
CC(C)Oc1cc(O)c2c(=O)c(-c3ccc(O)cc3)coc2c1	9%[59 µM]	-2%	24%	-11%	-1%	u	4%	-9%	-3%
Cn1cccc1C(=O)NCC(c1ccco1)N1CCCCC1 (stereo unspecified)	-31%	0%	-24%	1%	-2%	-33%	41%[activator]	x	3%
CC(C)(C)NC(=O)c1sccc1C(=O)O	8%	-2%	20%	u	-6%	-13%	u	2%	-3%
COC(=O)c1[nH]c2cccc(OC)c2c1NC(=O)CCN1CC(C)CC(C)C1 (stereo unspecified)	50µM*	5%	49%[activator]	-22%	-3%	-1%	1%	-8%	-5%

Compound profiles (already shown).
COc1cc(/C=N/NC(=O)CNc2n[nH]c(=O)[nH]c2=O)ccc1O as listed: G9a inh: 3%; GLS inhibitor: 49%[activator]; HP1b chromo inh: 19%; BAZ2B inh: 6%; PGK inhibitor: -4%; JMJD2A Tudor inh: -12%; POLI inh: 6%; BLM helicase inh: 0%; Pin1 inhibitor: 0%
CCCCn1c(N)c(N(CCOC)C(=O)c2ccc(S(=O)(=O)N3CCCCC3)cc2)c(=O)[nH]c1=O as listed: G9a inh: -21%; GLS inhibitor: -3%; HP1b chromo inh: 18%; BAZ2B inh: 7%; PGK inhibitor: -2%; JMJD2A Tudor inh: -1%; POLI inh: 16%; BLM helicase inh: x; Pin1 inhibitor: 2%

(further entries)
SMILES	G9a inh	GLS inhibitor	HP1b chromo inh	BAZ2B inh	PGK inhibitor	JMJD2A Tudor inh	POLI inh	BLM helicase inh	Pin1 inhibitor
O=C(OCC(=O)N1CCc2ccccc21)[C@@H]1CC(O)CN1S(=O)(=O)c1ccc(Cl)cc1 (stereo partly specified)	x	0%	37%	x	-7%	-12%	-4%	x	-1%
O=S(=O)(Nc1ccc2nc(-c3ccc(F)cc3)oc2c1)c1ccccc1	-2%[59 µM]	-3%	47%[activator]	-26%	x	-23%	31%[activator]	-13%	34%[activator]
CNc1nc(C)c(C(=O)OCC(=O)OC)s1	16%[12.7 µM]	1%	28%	37%[activator]	0%	-1%	6%	-2%	-9%
Clc1ccccc1/C=N/NC1=Nc2cccc3cccc1c23	6%[59 µM]	7%	2%	-13%	7%	-14%	11%	0%	u
CC1CN(C(=O)Cn2c(=O)oc3ccccc32)CC(C)O1 (stereo unspecified)	0%	4%	1%	0%	7%	-2%	17%	1%	7%
O=C(CSc1n[nH]c(-c2ccncc2)n1)c1ccccc1	u	-4%	29%	1%	-2%[11.5 µM]	-15%	u	0%	2%
O=C(Cc1cccc(C(F)(F)F)c1)Nc1ccccc1N1CCCC1	112%[activator]	7%	0%	8%	4%	u	15%	-7%	-11%
Cc1cc(NC(=O)CCC(=O)N(Cc2ccco2)C(C(=O)NC2CCCC2)c2ccccc2C)no1 (stereo unspecified)	-5%[59 µM]	1%	18%	-7%	i	-13%	-8%	0%	-1%
Cc1ccn2c(CNCC3OCCc4ccccc43)c(C(=O)N3CCCCCC3)nc2c1 (stereo unspecified)	x	-1%	19%	-17%	-3%	-14%	15%	0%	-2%
CN(C(=O)COC(=O)COc1ccc2c(c1)CCC2)c1c(N)n(Cc2ccccc2)c(=O)[nH]c1=O	-28%	0%	34%	6%	7%	-17%	39%[activator]	x	-1%
O=C(Nc1nccs1)c1cccc2ccccc12	11%[59 µM]	8%	21%	11%[0.457 µM]	1%	-11%	6%	-1%	-1%
COc1cc(NC(=O)COc2cc(C)cc3oc(=O)c(C)c(C)c23)cc(OC)c1OC	25%	-1%	24%	-11%	1%	-26%	-4%	-5%	8%
COC(=O)C1CCN(C(=O)Cn2nnc(-c3cccc(F)c3)n2)CC1	27%	-10%	-10%	4%	-5%	0%	37%[activator]	0%	-1%
O=C(NC(=S)Nc1ccccc1Br)c1cccnc1	-6%[0.501 µM]	12%	22%	-6%	i	-5%	9%	-5%	-4%
COc1cccc(NC(=O)Nc2nnc(-c3ccccc3SCc3ccccc3)s2)c1	-46%[59 µM]	3%	5%	3%	-7%	-22%	2%	-12%	1%
Cc1ccc(Nc2ncnc3c2cnn3C)c(C)c1	16%	0%	29%	-12%	i	-18%	112%[activator]	-7%	-2%
COCCCNC(=S)NNC(=O)c1cccnc1	-38%[59 µM]	12%	43%[activator]	-2%	14%	-4%	-8%	-10%	4%
O=C(CC(c1ccccc1)c1ccccc1)NCC(O)c1ccc([N+](=O)[O-])cc1 (stereo unspecified)	u	2%	-13%	-12%	8%	-22%	u	-6%	2%
O=C1CC(NS(=O)(=O)c2cc(F)ccc2F)CN1c1ccc2c(c1)OCCO2 (stereo unspecified)	21%[0.501 µM]	0%	12%	15%	0%	-7%	19%	x	0%
N#Cc1ccccc1NC(=S)NC(=O)c1cccs1	11µM*	19%	-7%[57 µM]	-13%	-2%	-25%	6%	-3%	3%
Cc1ccc(C)c(NC(=O)c2cc(-c3ccccc3O)n[nH]2)c1	-7%	0%	57%[activator]	3%	-2%	-8%	-19%	-5%	-1%
COc1ccc(/C=C/C(=O)c2sc(-c3ccccc3)nc2C)cc1	-7%[12.7 µM]	-7%	-2%	2%	-8%	-12%	10%	-3%	-1%
COc1ccc(Nc2nc(N)nc(CSc3nc(C)cc(C)n3)n2)cc1	0%[0.501 µM]	2%	5%	1%	3%	-23%	87%[activator]	0%	12%
CCN(CC)C(=O)CSC1=Nc2ccccc2C2=NC(c3ccccc3)C(=O)N12 (stereo unspecified)	u	13µM*	23%	11%	5%	-12%	u	-2%	-2%
C=C(C)CC(c1ccccc1)N(C(C)=O)c1ccco1 (stereo unspecified)	-32%	8%	25%	-39%	-9%	-6%	-10%	-2%	-6%
Cc1ccc(S(=O)(=O)N/N=C/c2cccc([N+](=O)[O-])c2)cc1	u	14%	32%	-4%	-4%	-19%	11%	-2%	-8%
O=C(CCC(=O)N1CCc2ccccc21)Nc1ccccc1	u	-9%	3%	-5%	0%	-23%	2%	0%	-8%
CC(=O)[C@H]1CC[C@H]2[C@@H]3CCC4=CC(=O)CC[C@]4(C)[C@H]3[C@H](O)C[C@]12C	u	-32%	52%[activator]	-2%	-1%	-1%	5%	-9%	-5%
COc1ccc(C(=O)CN2C(=O)N(c3cc(C)cc(C)c3)S(=O)(=O)c3ccccc32)cc1	2%[59 µM]	-16%	11%	-10%	-8%	-15%	-1%	-5%	19%
